# Xi reactivation – activators of X-chromosome reactivation in mouse fibroblasts | XiGFP mouse fibroblasts, % GFP-positive cells imaging, 3 d; cells co-treated with 5-aza-dC sensitizer; scaled so ellipticine positive control = 100% | activation, % at 7.58 µM | actives 0.055% (n = 360,000) | AID 743238;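 active = mean normalized replicate activation at least 10% and every replicate at or above 10%; inconclusive = only one of the two criteria met; inactive = mean below 10% and not all replicates reach 10%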;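 also: 0% = median of on-plate neutral control wells and 100% = ellipticine 6 µM median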
#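 System: SV40-immortalized XiGFP fibroblast cells, line 68-5-11 / Incubation: 3-day compound exposure, then 15 min fixation at room temperature / Compound: single concentration per compound, delivered by pin transfer / Buffer or medium: DMEM plus 5-aza-dC sensitizer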
# esBAF inh – blocks esBAF chromatin remodeling in mouse ES cells; Bmi1-luciferase knock-in reporter, 24 h; 100% = twice the neutral-well signal; reporter increase, % at 12.5 µM; actives 2% (n = 350,000); AID 602393; in the data active = activation above about 40%; inconclusive = no clear call, values can overlap the other calls;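 also: 0% = median of the plate's neutral control wells and 100% = double that signal; a rise in the Bmi1 reporter signal indicates esBAF inhibition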
# GSIS activator – GLuc luminescence reporter in INS-1E cells, primary screen for activators of glucose-dependent secretion of insulin | INS-1E GLuc reporter insulin secretion, 2-3 h | activation, % at 16.6 µM | actives 0.61% (n = 370,000);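 active = lowest replicate activation of at least 40%, so every replicate reaches that level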;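 also: 0% = median of neutral control wells and 100% = median of IBMX positive control wells; some compounds called inactive have numbers as strong as hits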
# RAD52 inh – RAD52 (human) annealing inhibition; inhibition, % at 18.7 µM; recombinant RAD52 DNA annealing, FRET fluorescence; actives 0.46% (n = 360,000); P43351;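 active = every replicate showing at least 50% inhibition; inconclusive = mean inhibition at least 50% but not in every replicate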
# ERAP1 HTS inh – ERAP1 (human) enzyme inhibition; Q9NZ08; recombinant ERAP1, Leu-AMC fluorescence, 60 min; inhibition, % at 10.7 µM; actives 0.15% (n = 340,000);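 active = mean replicate inhibition of at least 30%, or all replicates individually reaching that 30% level; inactive = mean below 30% and not every replicate reaching it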;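 also: 0% = neutral control wells and 100% = L-leucinethiol positive control wells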
# Target sequence (Q9NZ08 whole entry, looked up): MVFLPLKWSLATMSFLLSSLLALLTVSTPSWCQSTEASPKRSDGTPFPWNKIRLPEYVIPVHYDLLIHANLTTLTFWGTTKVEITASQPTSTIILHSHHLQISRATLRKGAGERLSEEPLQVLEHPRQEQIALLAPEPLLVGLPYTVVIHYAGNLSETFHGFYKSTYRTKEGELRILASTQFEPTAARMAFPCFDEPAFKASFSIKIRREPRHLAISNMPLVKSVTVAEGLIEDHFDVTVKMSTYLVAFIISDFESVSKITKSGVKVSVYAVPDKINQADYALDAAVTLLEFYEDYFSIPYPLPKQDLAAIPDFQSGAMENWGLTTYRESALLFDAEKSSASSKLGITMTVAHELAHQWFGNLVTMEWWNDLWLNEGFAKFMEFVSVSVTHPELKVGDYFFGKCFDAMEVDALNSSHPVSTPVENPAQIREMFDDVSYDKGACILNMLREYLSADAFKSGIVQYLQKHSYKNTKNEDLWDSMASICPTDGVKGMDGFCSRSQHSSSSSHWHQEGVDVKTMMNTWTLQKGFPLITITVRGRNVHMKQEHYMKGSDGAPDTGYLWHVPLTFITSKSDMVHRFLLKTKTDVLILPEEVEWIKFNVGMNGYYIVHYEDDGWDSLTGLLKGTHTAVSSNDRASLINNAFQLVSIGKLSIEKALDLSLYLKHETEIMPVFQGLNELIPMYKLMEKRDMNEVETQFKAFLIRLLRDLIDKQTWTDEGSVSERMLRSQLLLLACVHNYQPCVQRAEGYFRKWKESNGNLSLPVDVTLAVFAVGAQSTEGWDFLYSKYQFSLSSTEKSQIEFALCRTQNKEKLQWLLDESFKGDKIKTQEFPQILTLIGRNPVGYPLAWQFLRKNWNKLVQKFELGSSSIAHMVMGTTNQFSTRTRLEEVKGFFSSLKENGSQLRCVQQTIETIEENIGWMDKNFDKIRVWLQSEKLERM
# RAD54 inh – RAD54 (human) branch migration inhibition; Q92698; RAD54 Holliday junction branch migration, FAM/BHQ fluorescence; inhibition, % at 10.4 µM; actives 0.14% (n = 360,000);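 active = mean normalized replicate activity at least 40 and at least half of replicates scoring 40 or more; inconclusive = only one of the two criteria met; inactive = mean below 40 and under half of replicates reaching 40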;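 also: 0% = median of neutral control wells and 100% = median of positive control wells; inhibitors cause a drop in the FAM fluorescence signal; in these data hits start at about 50%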
# CFTR F508del cor – correctors of CFTR F508del function in bronchial epithelial cells. CFBE cells, YFP halide quenching; stimulated with forskolin plus potentiator P3; % fluorescence drop versus neutral controls. activity (quench increase), % at 7.58 µM. actives 0.36% (n = 350,000). AID 720511;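 active = mean added fluorescence quench of at least 8% versus neutral control, with both replicates also reaching 8%; inconclusive = only one of the mean or replicate conditions met; inactive = mean below 8% and not both replicates reaching 8%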;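 also: cells transiently co-express mutant CFTR-F508del with the halide-sensitive YFP; corrector assay measuring rescue of mutant channel to the surface after 24 h compound exposure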
# ARNT-TACC3 inh – disrupts binding between human ARNT and TACC3. Q9Y6A5. AlphaScreen His-ARNT PAS-B/GST-TACC3 binding, luminescence; TACC3 fragment carries E629A point mutation. inhibition, % at 9.99 µM. actives 0.66% (n = 390,000). AID 623870;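 active = mean inhibition of replicates at least 50% and at least half of replicates each reaching 50%; inconclusive = half or more replicates reach 50% but mean below 50%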;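 also: 0% = complete ARNT plus TACC3 wells and 100% = ARNT alone without TACC3; many hits fall short of the cut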
# An asterisk follows results filed as active; u = inconclusive; x = not tested or not shown. An unsorted share of the library; overall some 3.3% were active at least once.
SMILES,Xi reactivation,esBAF inh,GSIS activator,RAD52 inh,ERAP1 HTS inh,RAD54 inh,CFTR F508del cor,ARNT-TACC3 inh
COc1cccc(CNC(=O)C[C@H]2CC[C@@H]3[C@@H](COc4ccc(NC(C)=O)cc4C(=O)N3C)O2)c1,0.4,0,4,x,x,-1,-2.0,-4
CNC[C@H]1OCCCC[C@H](C)Oc2ccc(NC(=O)Nc3c(C)noc3C)cc2C(=O)N([C@H](C)CO)C[C@@H]1C,-0.1,-3,0,-84,0,-11,-0.7,0
COC(=O)/C(C#N)=C/N(C)C,0.0,x,x,-18,1,x,-0.8,-2
O=C(COC(=O)c1c(Cl)ccc(Cl)c1Cl)NC1CCS(=O)(=O)C1 (stereo not given),0.0,x,15,-13,3,x,0.2,-7
COc1cc(-c2c(NC(=O)c3ccco3)oc3ccccc3c2=O)cc(OC)c1OC,0.2,-7,18,-11,2,0,0.5,-2
COc1ccc(S(=O)(=O)N2CCC(C(=O)N[C@H](C(=O)N3CCCCCC3)C(C)C)CC2)cc1,0.0,3,x,5,1,-2,-0.4,7
Cc1cccc(C(=O)NC2CCN(C(=O)NCc3ccccc3)CC2)c1,0.1,-3,11,-7,3,9,-0.6,-17
CC(C)NC(=O)N(C)C[C@H]1OCCCC[C@H](C)Oc2ccc(N(C)C)cc2C(=O)N([C@@H](C)CO)C[C@H]1C,0.3,x,23,-28,1,-5,1.0,-1
COc1ccc(C2NC(c3ccc(OC)cc3)C(C)C(=O)C2C)cc1 (stereo not given),0.0,0,-33,-15,-2,-2,-1.1,-2
O=C(Nc1ccccc1)N1CCN(c2ccccn2)CC1,x,-3,0,x,x,2,x,-4
CCC(=O)N1CCC2(CC1)CN(C(=O)CN1CCOCC1)[C@@H](CO)c1c2c2ccc(OC)cc2n1C,0.4,x,12,-10,-1,x,-2.1,x
O=[N+]([O-])c1ccccc1/C=C/CN1CCSCC1,0.1,-7,-8,16,-4,8,0.4,-1
C[C@H](CO)N1C[C@H](C)[C@@H](CN(C)S(=O)(=O)c2ccc(F)cc2)OCCCC[C@H](C)Oc2ccc(NC(=O)CCCN(C)C)cc2C1=O,0.1,-3,3,1,3,19,1.4,-6
CC(=O)NC(=S)Nc1sc2c(c1C#N)CCCCC2,0.0,x,-32,-1,-2,x,-0.1,-2
OCCNc1nc(Nc2ccc(Br)cc2)nc2ccccc12,0.4,x,-1,6,3,x,-3.1,x
CCOC(=O)C1(Cc2ccccc2C)CCCN(S(=O)(=O)CC)C1 (stereo not given),0.0,-3,3,-13,-2,-7,-14,-8
C=CCOc1ccn(C)c(=O)n1,0.0,x,4,7,-2,x,2.6,4
COc1cccc(-c2cnc(C(O)c3cc(F)cc(Cl)c3)[nH]2)c1 (stereo not given),0.1,8,x,-31,-3,-11,0.3,x
C[C@@H]1CCCCO[C@H](CN(C)CC2CC2)[C@@H](C)CN([C@H](C)CO)C(=O)c2cc(NC(=O)CCC(F)(F)F)ccc2O1,0.2,x,6,5,1,x,-7.2,x
O=C(NN1CC(C(=O)OCc2ccccc2F)CC1=O)c1ccccc1 (stereo not given),0.0,-10,2,-3,-1,9,1.0,-2
CCC1Sc2ccc(S(=O)(=O)Nc3ccc(OC)cc3)cc2NC1=O (stereo not given),0.1,5,-9,-1,2,1,2.7,3
COc1ccc(S(=O)(=O)N2CCCC(C(=O)NCc3ccco3)C2)cc1OC (stereo not given),0.1,-2,-2,-8,-5,-3,-4.9,x
COc1ccccc1N1CCN(CCCN2CC(=O)N3CCCCC3C2=O)CC1 (stereo not given),0.2,0,37,-12,-1,2,-1.2,-3
CC(=O)Nc1ccc(-n2nnnc2SCC(=O)Nc2cccc(NC(=O)c3ccco3)c2)cc1,-0.2,-10,10,0,x,x,-2.5,-7
COc1ccccc1NC(=O)N[C@H]1CC[C@@H](CCNS(=O)(=O)c2ccc(Cl)cc2)O[C@@H]1CO,0.6,16,-3,-3,0,1,-1.0,-5
O=C(CN1C(=O)/C(=C/c2ccccc2F)Sc2ccccc21)NCC1CCCO1 (stereo not given),0.4,-2,-6,-4,2,2,-0.2,4
CC1(C(=O)NS(=O)(=O)C2CC2)CCCN(C(=O)c2c(F)cccc2F)C1 (stereo not given),0.1,-6,6,-9,11,-18,-1.1,x
CC1=C(C(=O)N2CCOCC2)CC(CC(=O)NCCCN(C)C)C(=O)N1Cc1ccc(F)cc1 (stereo not given),0.1,-5,x,-9,2,7,-2.8,x
CC1=C(Cl)C2=NS(=O)(=O)CCN2C=C1Cl,u,x,13,-13,5,x,0.6,-6
COc1ccc(S(=O)(=O)Nc2nc3ccccc3nc2NCc2ccc3c(c2)OCO3)cc1,-0.2,x,-18,x,x,7,x,-2
Cc1ccc(N2CCN(c3ccc(NC(=O)CCC(=O)O)cc3)CC2)cc1,0.0,4,29,x,x,2,x,3
Cc1c(NC(=O)C(=O)N/N=C/c2cccs2)c(=O)n(-c2ccccc2)n1C,-0.1,5,-3,6,3,x,-1.7,5
CC(C)(C)OC(=O)CC[C@]12N=C(c3ccc(OCCCO)cc3)O[C@H]1c1ccccc1CN(C(=O)c1ccccc1)C2=O,x,x,x,-61,0,5,0.2,20
OC[C@@H]1[C@@H](c2ccc(-c3ccccc3F)cc2)[C@H]2CN(Cc3cccnc3)CCCCN12,-0.1,x,9,8,-1,4,0.1,13
C[C@H]1CN([C@@H](C)CO)C(=O)c2cc(C3=CCCCC3)cnc2O[C@@H]1CN(C)C(=O)c1ccccc1,-1.0,-1,-9,5,1,-3,0.9,-9
Cc1cccc(-n2nc(C(=O)c3ccco3)cc(-c3nc4ccccc4[nH]3)c2=N)c1,0.1,-9,1,1,20,6,x,x

# Record cards (already shown). Order of screens: Xi reactivation | esBAF inh | GSIS activator | RAD52 inh | ERAP1 HTS inh | RAD54 inh | CFTR F508del cor | ARNT-TACC3 inh
# CNC[C@H]1OCCCC[C@H](C)Oc2ccc(NC(=O)Nc3c(C)noc3C)cc2C(=O)N([C@H](C)CO)C[C@@H]1C in the list: -0.1 | -3 | 0 | -84 | 0 | -11 | -0.7 | 0
# COc1ccc(C2NC(c3ccc(OC)cc3)C(C)C(=O)C2C)cc1 (stereo not given) in the list: 0.0 | 0 | -33 | -15 | -2 | -2 | -1.1 | -2
# COC(=O)/C(C#N)=C/N(C)C in the list: 0.0 | x | x | -18 | 1 | x | -0.8 | -2

# (cont.)
SMILES,Xi reactivation,esBAF inh,GSIS activator,RAD52 inh,ERAP1 HTS inh,RAD54 inh,CFTR F508del cor,ARNT-TACC3 inh
O=C(NC(Cc1ccccc1)C(=O)O)/C(=C/c1ccccc1)NC(=O)c1ccc(Br)o1 (stereo not given),0.2,-4,25,-14,0,4,-0.4,-8
C#CCNC(=O)C[C@H]1C[C@@]2(C(=O)OC)C(=C[C@H](C(C)(C)C)O[C@@H]2C)N(Cc2ccccc2)C1=O,0.2,x,x,-9,2,x,0.9,x
O=C(/C=C/c1ccc(F)cc1)NC(=S)N1CCCCC1c1cccnc1 (stereo not given),0.0,7,7,-19,1,3,-1.9,-1
COc1ccccc1C#Cc1ccc2c(c1)O[C@H](CN(C)Cc1cncnc1)[C@H](C)CN([C@@H](C)CO)S2(=O)=O,-2.0,-4,-1,19,-2,-5,1.5,6
COc1ccccc1C(=O)N/N=C(\C)CC(=O)Nc1ccc(Nc2ccccc2)cc1,0.0,2,4,1,3,10,1.1,-6
COc1ccc(NC(=O)Nc2ccc3c(c2)C(=O)N([C@@H](C)CO)C[C@@H](C)[C@@H](CN(C)S(=O)(=O)c2ccc(C)cc2)OCCCC[C@@H](C)O3)cc1,0.1,0,3,9,-7,-15,-0.3,-101
COCC(=O)Nc1ccc2c(c1)C(=O)N(C)[C@@H]1CC[C@H](CC(=O)NCc3cccc(F)c3)O[C@@H]1CO2,0.3,0,-1,x,x,-14,-1.3,3
Cc1ccc(S(=O)(=O)N(C)C[C@@H]2OCCCC[C@@H](C)Oc3ccc(NC(=O)c4ccncc4)cc3C(=O)N([C@@H](C)CO)C[C@H]2C)cc1,0.0,5,-21,19,1,-4,-0.7,-7
COc1ccc(NC(=O)N2CC(=O)N3[C@@H](CO)[C@@H](c4ccc(C#CCC5CCCC5)cc4)[C@@H]3C2)cc1,0.2,x,-15,-10,0,x,1.7,x
C/C=C/c1ccc([C@@H]2[C@@H](CN(CC)C(=O)CC)N(C(=O)C3CCC3)[C@H]2CO)cc1,0.1,3,-2,-19,x,-2,3.0,8
COc1ccccc1NC(=S)N1CCN(c2nc(-c3ccccc3)cs2)CC1,0.1,x,15,-42,-2,x,-0.7,4
C[C@H](CO)N1C[C@H](C)[C@H](CN(C)C(=O)Nc2ccc(C(F)(F)F)cc2)OCCCC[C@H](C)Oc2ccc(NS(=O)(=O)c3cn(C)cn3)cc2C1=O,0.1,4,-11,-42,1,1,-0.9,-5
COC(=O)C[C@H]1CC[C@@H]2[C@@H](COc3ccc(NS(C)(=O)=O)cc3C(=O)N2C)O1,0.0,-3,6,x,x,0,0.6,-1
Nc1c(N(Cc2ccccc2)C(=O)CCc2ccccc2)c(=O)[nH]c(=O)n1Cc1ccccc1,-0.7,-5,x,-11,1,-2,-2.2,-5
COc1ccc(NC(=O)CSc2n[nH]c(-c3ccccn3)n2)cc1,0.0,-3,10,-12,-6,-2,0.9,58*
N#Cc1c(Nc2ccccc2)c(C=O)c[nH]c1=O,0.3,x,21,-42,0,x,2.4,-9
Cc1ccc(C(=O)CCC(=O)N(C)CC(=O)Nc2ccccc2Br)cc1,0.1,x,0,-4,-2,-2,-2.9,-3
COCCN(C[C@H]1N[C@H](CO)[C@@H]1c1ccc(-c2cccc(C#N)c2)cc1)C(C)=O,0.0,x,-5,-15,-6,x,6.8,x
CC(C)NC(=O)NCC[C@H]1CC[C@@H](NC(=O)Nc2ccccc2)[C@@H](CO)O1,0.3,-1,9,-2,-2,0,0.6,2
CCCOCC(O)CCc1n[nH]c(=S)n1-c1ccccc1 (stereo not given),0.0,-1,-4,-17,13,x,1.7,10
O=C(/C=C/c1cccc(Cl)c1)NCCc1ccccc1,0.0,30,-21,x,x,3,x,-14
COc1ccc(-n2nnnc2C(c2cccs2)N2CCN(C/C=C/c3ccccc3)CC2)cc1 (stereo not given),0.4,-7,-26,-37,0,-18,-2.0,x
Cc1cc2[nH]c3ccccc3c2cn1,0.0,2,6,-6,-1,20,1.6,-1
CCC(=O)Nc1nc2ccc(NC(=O)COc3ccccc3)cc2s1,0.0,2,0,-5,1,3,0.4,-5
CN(C)CCC(=O)c1cccc(Br)c1,0.1,1,-11,-12,1,x,-1.8,0
CC1CCN(C(=O)CCC(=O)Nc2nnc(C3CCCCC3)s2)CC1,0.0,-9,-6,-19,-1,-6,1.7,-5
COc1ccc(C(=O)/C=C(\C)Nc2ccc(NC(C)=O)cc2)cc1,x,24,-2,-4,6,4,-0.4,-14
CC1(c2ccc(Cl)cc2Cl)NC(=O)N(CC(=O)Nc2cccnc2Cl)C1=O (stereo not given),0.1,2,1,-7,2,-1,-0.4,1
O=C(O)c1cncc(C#Cc2ccccc2)c1,0.2,13,-22,-14,-3,x,-0.9,-7
CC1CCN(C(=O)Cn2cnc3c2c(=O)n(C)c(=O)n3C)c2ccccc2S1 (stereo not given),0.2,-3,-4,-10,1,4,0.0,-39
CCN(CC)S(=O)(=O)c1ccc(N2CC(C(=O)NCc3ccc4c(c3)OCO4)CC2=O)cc1 (stereo not given),0.0,-6,-9,-18,-1,-2,-2.3,-2

# Bioassay records as filed in PubChem.
